EWS-Fli block – blocks EWS/Fli oncoprotein-driven transcription | inhibition, % at 12.6 µM | AID 651661 | A673 NR0B1-luciferase reporter, viability-normalised | 0.67% of 350,000 active;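 active = mean inhibition of at least 50% after viability correction, with every replicate also passing that limit; inconclusive = mean reaches 50% but only one of two replicates passes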;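 also: firefly luciferase signal divided by Alamar Blue viability fluorescence both relative to DMSO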
RAD52 inh – blocks human RAD52 DNA annealing | P43351 | recombinant RAD52 DNA annealing, FRET fluorescence | inhibition, % at 18.7 µM | 0.46% of 360,000 active | AID 651710;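 active = every replicate showing at least 50% inhibition; inconclusive = mean inhibition at least 50% but not in every replicate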
Target sequence (P43351 whole entry, looked up): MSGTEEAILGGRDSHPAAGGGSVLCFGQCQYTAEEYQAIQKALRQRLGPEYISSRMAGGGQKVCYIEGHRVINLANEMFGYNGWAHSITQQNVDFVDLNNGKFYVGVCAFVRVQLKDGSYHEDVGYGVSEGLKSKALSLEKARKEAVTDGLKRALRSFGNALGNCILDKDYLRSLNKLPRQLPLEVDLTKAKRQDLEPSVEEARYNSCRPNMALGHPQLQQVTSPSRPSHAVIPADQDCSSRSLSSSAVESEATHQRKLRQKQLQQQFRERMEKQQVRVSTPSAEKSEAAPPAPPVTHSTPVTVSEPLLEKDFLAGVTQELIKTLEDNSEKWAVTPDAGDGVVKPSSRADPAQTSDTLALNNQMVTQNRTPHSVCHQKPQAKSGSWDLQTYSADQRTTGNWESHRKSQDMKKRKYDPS
S100A4 inh HTS – S100A4-myosin IIA interaction inhibition. 0.14% of 360,000 active. S100A4/TAMRA-MyoIIA peptide fluorescence polarization. inhibition, % at 10.7 µM;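 active = mean inhibition of at least 70% across replicates, with every replicate also reaching that level; inconclusive = mean inhibition reaches 70% but some replicates fall short; inactive = mean inhibition below 70%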
Target sequence (P26447 whole entry, looked up): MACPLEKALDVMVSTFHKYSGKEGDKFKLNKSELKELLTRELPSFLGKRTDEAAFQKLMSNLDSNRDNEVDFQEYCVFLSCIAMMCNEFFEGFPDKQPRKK
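Compound dosing: one dose per compound; test system: human S100A4 monomer with TAMRA-labelled myosin IIA peptide; probe or stimulus: TAMRA-labelled myosin IIA heavy-chain peptide probe, 5 nM; medium: HEPES buffer with Ca2+, pH 7.2; schedule: 5 min incubation before reading; benchmarks: neutral control DMSO, positive control TFP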
E-selectin induc – E-selectin induction on HUVECs | P16581 | 0.37% of 260,000 active | AID 686992 | activation, % at 7.58 µM | HUVEC E-selectin immunofluorescence imaging; normalized: neutral wells 0, TNF-alpha wells 100;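 active = mean E-selectin-positive cell signal at least 10% of the positive control, reached in at least 60% of replicates, without over 20% cell loss; inconclusive = no rule given, readout overlaps actives, possibly toxicity-flagged; inactive = the rest, including those meeting only one limit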;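 also: in these data hits start at about 27%; measured in HUVEC primary endothelial cells; signal is the percent of cells scored E-selectin positive by PE staining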
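Read-out basis: % PE-positive cells; Test system: HUVEC primary endothelial cells; Technique: immunofluorescence imaging; Dosing: single-point compound dose.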
Xi reactivation – reactivates the inactive X chromosome in mouse fibroblasts; 0.055% of 360,000 active; activation, % at 7.58 µM; AID 743238; XiGFP mouse fibroblasts, % GFP-positive cells imaging, 3 d; cells co-treated with 5-aza-dC sensitizer; scaled so ellipticine positive control = 100%;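 active = mean normalized replicate activation at least 10% and every replicate at or above 10%; inconclusive = only one of the two criteria met; inactive = mean below 10% and not all replicates reach 10%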;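 also: 0% = median of on-plate neutral control wells and 100% = ellipticine 6 µM median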
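Assay system: SV40-immortalized XiGFP fibroblast cells, line 68-5-11; buffer or medium: DMEM plus 5-aza-dC sensitizer; compound: one concentration, pinned; timing: compounds 3 days, fix/stain 15 min at room temperature; benchmarks: positive control ellipticine, 6 µM final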
RAD54 branch – inhibitors of human RAD54 branch migration; inhibition, % at 10.4 µM; 0.14% of 360,000 active; Q92698; RAD54 Holliday junction branch migration, FAM/BHQ fluorescence;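 active = mean normalized replicate activity at least 40 and at least half of replicates scoring 40 or more; inconclusive = only one of the two criteria met; inactive = mean below 40 and under half of replicates reaching 40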;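 also: 0% = median of neutral control wells and 100% = median of positive control wells; inhibitors cause a drop in the FAM fluorescence signal; in these data hits start at about 50%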
FN deposition inh – fibronectin deposition inhibition; 0.086% of 350,000 active; inhibition, % at 12.6 µM; AH1F fibroblasts, Alexa488-fibronectin deposition fluorescence, overnight;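 active = mean inhibition across replicates of 30% or more, regardless of how many single replicates reach that level; inconclusive = mean under 30% yet at least half of replicates reach 30%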;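 also: positive control wells lacked labelled fibronectin entirely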
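Schedule: 1 h cell adhesion before compound, then overnight fibronectin incubation; test system: AH1F fibroblast monolayer depositing Alexa488-labelled fibronectin into matrix; quantity: 10000 AH1F cells per well; probe or stimulus: fluorescent fibronectin at 24 nM final; signal: fluorescence, ex 485 nm, em 525 nm; evaluation: percent inhibition as loss of matrix-bound fibronectin fluorescence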
esBAF inh – inhibitors of esBAF chromatin remodeling in mouse ES cells; Bmi1-luciferase knock-in reporter, 24 h; 100% = twice the neutral-well signal; reporter increase, % at 12.5 µM; 2% of 350,000 active; in the data active = activation above about 40%; inconclusive = no clear call, values can overlap the other calls;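 also: 0% = median of the plate's neutral control wells and 100% = double that signal; a rise in the Bmi1 reporter signal indicates esBAF inhibition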
* marks the source's active call; other numbers are inactive results; ? = inconclusive; . = not tested or not shown; & = joins results of further samples.

#	Structure	EWS-Fli block	RAD52 inh	S100A4 inh HTS	E-selectin induc	Xi reactivation	RAD54 branch	FN deposition inh	esBAF inh
1	CCCN(CCC)Cc1cc(=O)oc2cc3c(cc12)CCC3	12	-18	-6	.	-0.1	.	-6	.
2	O=C1c2ccccc2[C@@H]2C[C@@H](O)[C@H](Nc3ccccc3-c3ccccc3)CCN12	-10	-21	-4	0.5	0.4	-5	.	-5
3	C[C@@H]1CN([C@H](C)CO)C(=O)c2ccccc2-c2ccccc2CO[C@@H]1CN(C)S(C)(=O)=O	-21	-6	14	-0.5	-0.4	4	1	-5
4	CC(=O)N1CCN(c2ccccc2NC(=O)c2ccc(Br)o2)CC1	6	-17	0	-0.5	0.1	-23	.	-4
5	CC1SC(=Nc2ccccc2)N(S(=O)(=O)c2ccccc2)C1=O (configuration not stated)	-8	-9	-2	.	0.0	1	9	.
6	O=C(c1ccc(F)cc1)N1CC[C@@H]2[C@H](CO)Nc3ccc(C#Cc4ccc(F)cc4)cc3[C@@H]21	-11	-32	-13	-0.4	-0.1	2	-7	0
7	COc1ccccc1C#Cc1ccc2c(c1)[C@@H]1NCC[C@@H]1[C@H](CO)N2	-3	44	4	1.3	0.1	.	3	.
8	CCCN1C[C@H](C)[C@H](OC)CN(C)C(=O)c2cc(NC(=O)NC3CCCCC3)ccc2OC[C@H]1C	10	10	11	0.1	0.5	9	-5	1
9	C/C(=N/NC(=O)Cc1ccccc1)c1ccc(C)s1	-1	-32	-3	3.1	0.2	3	-10	22
10	COc1ccc2c3c(n(C)c2c1)[C@@H](CO)N(C(=O)C1CC1)CC31CN(C(=O)C2CCOCC2)C1	-8	11	0	0.8	0.6	.	.	.
11	Cc1cc(C(=O)Nc2ccc3c(c2)C(=O)N(C)[C@H]2CC[C@@H](CC(=O)NC4CCCC4)O[C@@H]2CO3)no1	0	-2	-13	0.2	0.2	-12	-10	1
12	O=c1[nH]c(SCc2ccccc2[N+](=O)[O-])nc2nc[nH]c12	7	-14	3	0.1	-0.1	-5	-1	4
13	C[C@H](CO)N1C[C@H](C)[C@@H](CN(C)Cc2ccccc2)Oc2ncc(C3=CCCC3)cc2C1=O	8	12	-1	0.9	-0.1	-6	-2	-1
14	COC(=O)C1(C(F)(F)F)C2C=CC(C2)N1S(=O)(=O)c1ccc(C)cc1 (configuration not stated)	3	-15	1	0.3	0.2	.	-2	-1
15	CCOC(=O)C1CCN(S(=O)(=O)c2ccc(C)cc2)CC1	5	-7	-15	.	.	-1	.	-2
16	CCc1nc(CNC(=O)C2CCC(=O)N(CCc3ccc(OC)cc3)C2)cs1 (configuration not stated)	-13	-6	4	-0.6	0.0	2	2	.
17	Cc1ccccc1OCCC(=O)Nc1ccc(S(=O)(=O)N2CCCC2)cc1	1	-8	5	-0.1	-0.1	2	-2	-2
18	Cc1ccc(NC(=O)[C@@H](Cc2ccccc2)NC(=O)[C@H]2O[C@@H](n3ccc(=O)[nH]c3=O)[C@H](O)[C@@H]2O)cc1C	-5	5	-2	?	0.4	.	-1	.
19	C[C@H](CO)N1C[C@H](C)[C@H](CN(C)C(=O)NC2CCCC2)Oc2ncc(-c3cccc(F)c3)cc2C1=O	-5	0	-12	15	0.1	0	-3	-1
20	CN1C(=O)[C@@H]2[C@@H](CC(COc3ccccc3)=C3[C@@H](c4ccccc4)OB(O)C[C@@H]32)C1=O	-1	6	-19	.	.	-12	.	.
21	O=C1CSC(c2cccs2)N1c1ccccc1 (configuration not stated)	2	-11	-8	.	.	3	.	7
22	O=C(NC[C@H]1[C@H](c2ccccc2)[C@@H](CO)N1C(=O)Cc1ccncc1)C1CCC1	2	-6	-14	-0.2	0.1	1	-8	-2
23	CC(=O)c1cccc(NC(=O)Cn2nc(-c3ccccc3Cl)ccc2=O)c1	-10	-6	13	-0.1	0.0	.	-3	.
24	COc1ccc(C2N3CC4(C)CN2CC(C)(C3)C4)cc1OC (configuration not stated)	.	.	-6	2.6	.	2	2	-1
25	CCCc1ccc(C(=O)/C=C/N(C)C)cc1	-60	-14	-3	.	0.1	3	-17	36
26	C[C@@H]1CN([C@H](C)CO)C(=O)Cc2cc(NS(=O)(=O)c3ccc(Cl)cc3)ccc2O[C@H]1CN(C)S(=O)(=O)c1ccc(F)cc1	-4	11	-1	-0.8	-0.8	-6	.	-2
27	O=C(CC1CC1)N1[C@H](CO)[C@H]2c3ccccc3N(S(=O)(=O)c3ccccc3)C[C@H]21	-1	-22	4	0.8	0.0	-4	.	1
28	COc1ccc(NC(=O)N(C)C[C@@H]2Oc3c(NS(C)(=O)=O)cccc3C(=O)N([C@H](C)CO)C[C@@H]2C)cc1	-7	-2	-3	.	-0.9	3	.	0
29	COc1ccc(-c2nn(-c3ccccc3)cc2/C=C(/C#N)C(N)=O)cc1[N+](=O)[O-]	.	.	.	1.0	0.1	0	-17	-2
30	Cc1ccccc1CC1(CO)CCCN(Cc2ccc(C#CC(C)(C)O)cc2)C1 (configuration not stated)	-1	-247	-3	.	0.0	.	-2	.

The results go on.
#	Structure	EWS-Fli block	RAD52 inh	S100A4 inh HTS	E-selectin induc	Xi reactivation	RAD54 branch	FN deposition inh	esBAF inh
31	COCc1cc(C)nc(OCC(=O)N/N=C/c2ccc(C)o2)c1C#N	4	-11	7	.	0.1	.	-3	.
32	Cc1cc(C(=O)Nc2ccccc2C)n(-c2ccccc2)n1	-5	-17	2	?	0.2	-6	3	4
33	COc1ccc(OC)c(CN2CCN(C(=O)c3cc(S(=O)(=O)N4CCOCC4)ccc3C)CC2)c1	10	-11	21	8.1	0.1	.	0	.
34	CCN(Cc1cccs1)C(=O)CN1C(=O)NC(c2ccccc2)(c2ccccc2)C1=O	4	-10	12	-1.9	0.0	1	7	5
35	Cc1ccc(O)c(NS(=O)(=O)c2cccc3nsnc23)c1	-22	-13	2	3.1	0.0	-8	-5	6
36	C[C@@H]1CCCCO[C@H](CN(C)Cc2ccc(Cl)c(Cl)c2)[C@@H](C)CN([C@H](C)CO)C(=O)c2cc(NC(=O)c3ccccc3)ccc2O1	-7	-8	-3	-0.1	0.4	1	5	5
37	CC1(C)C[C@H]2C3=CCC4[C@@]5(C)CC[C@H](O)[C@](C)(CO)C5CC[C@@]4(C)[C@]3(C)C[C@H]3O[C@@H]1[C@H](O)[C@]32CO (some centres not stated)	-13	-13	-1	-0.2	0.0	-8	-7	3
38	CC1=C(C(=O)N2CCOCC2)CC(CC(=O)NCc2cccc3ccccc23)C(=O)N1CCCN1CCCC1=O (configuration not stated)	-8	1	0	4.8	0.5	-10	.	1
39	CCOc1ccc(-n2c(=S)sc3c(=O)n(-c4ccccc4)c(SCC(=O)O)nc32)cc1	-4	-12	7	2.6	0.0	4	16	-2
40	CC(=O)NC[C@@H]1[C@H](c2ccccc2)[C@@H](CO)N1C(=O)Cc1cccnc1	-2	-11	5	0.0	0.4	4	-2	1
41	OC1(c2ccccc2)CCN(Cc2ccccc2)CC1	-6	-9	-6	.	0.1	4	4	6
42	CCn1cc(C2CC(=O)NC2=O)c2ccccc21 (configuration not stated)	-11	-1	0	5.4	0.0	1	-4	-4
43	O=C(C1CCCC1)N1CC2(C1)[C@H](c1ccccc1)[C@H](CO)N2CCC(F)(F)F	-1	-22	-2	0.0	0.0	.	-1	.
44	COc1ccc(-c2nn(-c3ccccc3)cc2/C=C(\CC(=O)O)c2nc3ccccc3s2)cc1OC	-6	-8	-7	1.0	0.1	5	-3	40*
45	Cc1ccc([N+](=O)[O-])cc1NC(=O)C(C)Sc1nnc(C)n1CC1CCCO1 (configuration not stated)	-1	-7	-7	.	0.1	4	5	2
46	O=C1Nc2ccccc2C1=O	36	-1	1	.	.	4	.	-1
47	CCCc1c(C)[nH]c2nc3ccccc3n2c1=O	-9	-13	1	.	0.2	-4	5	11
48	NS(=O)(=O)c1cccc(NC(=O)CSc2ncc(C(F)(F)F)cc2Cl)c1	-9	-16	0	-0.9	0.1	.	6	.
49	C[C@H]1CN([C@@H](C)CO)C(=O)c2cc(NS(C)(=O)=O)ccc2O[C@H]1CN(C)C(=O)Nc1ccc(C(F)(F)F)cc1	-8	1	4	12	0.0	-1	.	-1
50	O=C(CCC1CCCN(C(=O)c2cccc(F)c2)C1)N1CCN(c2ccccn2)CC1 (configuration not stated)	8	-8	-13	.	0.2	-15	6	.
51	CCN(CC)C(=O)C1=C(C)N(Cc2ccccc2)C(=O)C(CC(=O)NCc2cccc3ccccc23)C1 (configuration not stated)	1	-10	4	0.0	0.1	3	-8	-2
52	CCOc1ncccc1C(=O)Nc1cccc(Cl)c1Cl	3	-11	0	.	0.1	.	-2	.
53	COc1cc(OC)cc(C(=O)Nc2ccc(N3CCN(C(=O)c4cccs4)CC3)cc2)c1	.	-10	-5	2.4	0.6	2	.	-25
54	Cc1cccc(CNC(=O)CCCn2nc(C)c3c(C)n(-c4ccccc4)nc3c2=O)c1	.	-9	3	10	0.7	0	-11	5
55	O=C(CCNC(=O)c1ccc(Cl)cc1)NCc1ccco1	7	-5	-4	0.5	0.3	2	-4	-1
56	COc1ccccc1C(=O)Nc1ccc2c(c1)C(=O)NC2=O	-12	-7	7	-1.0	0.0	3	0	?
57	CCC(=O)Nc1ccc2c(c1)OC[C@@H](C)N(C(=O)Cc1cccnc1)C[C@@H](C)[C@H](OC)CN(C)C2=O	-3	-8	16	0.1	0.5	-3	-5	1
58	CCOC(=O)N1CCN(C(=O)c2ccc3oc(CCc4ccccc4)nc3c2)CC1	-9	-13	-2	0.2	0.2	-2	8	22
59	C[C@@H]1CN([C@@H](C)CO)C(=O)c2cc(NS(C)(=O)=O)ccc2O[C@@H]1CN(C)Cc1ccc(C(F)(F)F)cc1	-5&3	-5	17	-9.0&0.0	0.0&1.5	3&-4	-4	-3&2
60	Cc1cc(Oc2ccc(OCC(N)=O)nn2)nc(Cl)n1	-9	-1	-1	-0.2	0.0	-7	-3	0

(more compounds)
#	Structure	EWS-Fli block	RAD52 inh	S100A4 inh HTS	E-selectin induc	Xi reactivation	RAD54 branch	FN deposition inh	esBAF inh
61	Cc1ccc(S(=O)(=O)CCC(=O)OCC(=O)N(Cc2ccccc2)C(C)C)cc1	-7	4	-1	.	0.1	2	8	4
62	CCOC(=O)c1sc(N)c(C(=O)OC)c1C	5	0	2	-2.0	0.0	.	1	.
63	CCOC(=O)C1=C(C)NC(C)=C(C(=O)OCC)C1c1ccc(OC)c(OC)c1	3	-1	1	1.1	0.2	-11	-21	5
64	Cn1c(SCCOc2ccc(F)cc2)nnc1-c1ccncc1	7	-10	3	.	-0.1	3	10	4
65	COc1ccc(C2(SCC(N)C(=O)O)c3ccccc3-c3ccccc32)cc1 (configuration not stated)	31	-13	-8	0.1	0.0	.	5	.

Screening data (PubChem)
